Screening results: PubChem BioAssay, National Center for Advancing Translational Sciences (NCATS)
GLP1R inv ag = qHTS of GLP-1 Receptor Inverse Agonists (Inhibition Mode); Glucagon-like peptide 1 receptor (Homo sapiens), P43220; HEK293 GLP-1R CRE-luciferase, luminescence, 24 h; GLP-1R form is constitutively active; Potency, µM (series often up to 38.3 µM), for inactives: at the top dose activity change, negative = inhibition, hits mostly inhibitors; actives 1.6% (n = 410,000); note: potency is the fitted concentration of half-maximal effect; % is set by controls: 0 for no effect and ±100 for the full control effect; nearly all actives have a fitted effect of over 55% in size
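GLP-1R inverse agonism mode: basal reporter luminescence in engineered HEK293 cells measured after one day of compound exposure at 37 deg C, with a 12 min room-temperature detection step.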
PTHR1 ag = qHTS for PTHR1 Agonists: Primary Screen. Parathyroid hormone/parathyroid hormone-related peptide receptor (Homo sapiens), Q03431. HEK293 GP2 PTHR1 cells, GloSensor cAMP luminescence, 1 h. Potency, µM (highest dose often 115 µM), inactives show top-dose activation, actives largely listed as activators. actives 0.075% (n = 410,000); note: potency is the fitted concentration of half-maximal effect; nearly all actives have a fitted effect of over 55% in size; some results filed as inactive show a strong effect at the top dose; inactives centre near -15; many of its hits are not listed in these tables
Target sequence (Q03431 whole entry, looked up): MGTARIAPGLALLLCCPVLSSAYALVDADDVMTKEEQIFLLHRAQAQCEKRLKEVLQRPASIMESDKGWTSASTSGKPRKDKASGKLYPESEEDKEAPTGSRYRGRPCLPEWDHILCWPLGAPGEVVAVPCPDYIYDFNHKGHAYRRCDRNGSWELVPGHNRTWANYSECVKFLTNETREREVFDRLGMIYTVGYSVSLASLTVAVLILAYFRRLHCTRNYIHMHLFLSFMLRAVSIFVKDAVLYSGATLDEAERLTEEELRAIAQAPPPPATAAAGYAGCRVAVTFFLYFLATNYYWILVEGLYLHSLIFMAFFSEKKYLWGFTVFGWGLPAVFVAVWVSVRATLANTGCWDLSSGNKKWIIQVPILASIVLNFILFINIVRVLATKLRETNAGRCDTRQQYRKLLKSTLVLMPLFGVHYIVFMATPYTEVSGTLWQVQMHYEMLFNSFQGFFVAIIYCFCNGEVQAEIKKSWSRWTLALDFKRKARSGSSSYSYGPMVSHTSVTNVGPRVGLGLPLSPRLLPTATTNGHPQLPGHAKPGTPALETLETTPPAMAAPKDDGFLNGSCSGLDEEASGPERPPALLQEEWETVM
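HEK-293-derived GP2 cells expressing PTHR1 and a GloSensor cAMP reporter, 3,000/well, plated overnight, given luciferin plus IBMX (each 0.5 mM as added) for 1 h at 37 °C, then compound for 1 h at 37 °C. Luminescence was read after 15 min at room temperature.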
GLP1R ag = qHTS of GLP-1 Receptor Agonists; Glucagon-like peptide 1 receptor (Homo sapiens), P43220; HEK293 GLP-1R CRE-luciferase, luminescence, 4-6 h; cells express a hypersensitive GLP-1R form; Potency, µM (titrated, usually from 45.6 µM), for inactives: top-dose activation, usual class: activators; actives 0.007% (n = 380,000); AID 624172, 2012; note: potency is the fitted concentration of half-maximal effect; % of control where 0% means no effect
DRD3 antagonist = qHTS of D3 Dopamine Receptor Antagonist: qHTS. D(3) dopamine receptor (Homo sapiens), P35462. D3R cells, DiscoveRx beta-arrestin luminescence, antagonist mode; hits give low values. max response, negative = inhibition, %. actives 2.5% (n = 360,000). AID 652054, 2013; in the data active = max response below about -50%; inconclusive = no clear call, values can overlap the other calls; note: % is set by controls: 0 for no effect and ±100 for the full control effect; mostly tested at two doses, the higher about 12 µM
Target sequence (P35462 whole entry, looked up): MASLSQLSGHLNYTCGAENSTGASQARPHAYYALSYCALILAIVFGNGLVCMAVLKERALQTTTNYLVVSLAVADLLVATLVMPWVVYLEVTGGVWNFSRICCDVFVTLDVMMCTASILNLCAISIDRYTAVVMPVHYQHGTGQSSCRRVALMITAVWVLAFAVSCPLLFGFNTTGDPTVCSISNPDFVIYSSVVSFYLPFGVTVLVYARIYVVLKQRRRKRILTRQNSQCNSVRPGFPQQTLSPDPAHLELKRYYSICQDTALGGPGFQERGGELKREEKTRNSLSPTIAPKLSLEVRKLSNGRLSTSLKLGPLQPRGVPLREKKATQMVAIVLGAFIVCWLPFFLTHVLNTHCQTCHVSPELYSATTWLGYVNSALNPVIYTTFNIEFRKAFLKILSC
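Cells expressing the human receptor were seeded at 1500 cells/well, incubated overnight at 37 degrees C in 5% CO2, then exposed to library compounds with dopamine controls for 90 minutes at 37 degrees C before luminescent detection.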
aSyn yeast inh = qHTS of alpha-syn Inhibitors. Yeast expressing alpha-synuclein, growth rescue, BacTiter-Glo, 24 h. Potency, µM (titrated, usually from 46.1 µM), inactives show top-dose growth rescue (activation), most hits filed as activators. actives 0.14% (n = 370,000). AID 652106, 2013; note: potency is the fitted concentration of half-maximal effect; % of control where 0% means no effect; nearly all actives have a fitted effect of over 65% in size
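Galactose-induced alpha-syn yeast (OD600=0.02, raffinose-pregrown) + pinned cpd, 24 hr, 30 deg C; growth by BacTiter-Glo luminescence. Growth restoration scores as activation.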
TDP-43 yeast inh = qHTS of TDP-43 Inhibitors; TDP-43 expressing yeast growth rescue, BacTiter-Glo, 24 h; Potency, µM (series often up to 46.1 µM), inactives show at the highest dose growth rescue (activation), hits mostly activators; actives 1.8% (n = 410,000); AID 652104, 2013; note: potency is the fitted concentration of half-maximal effect; % of control where 0% means no effect; nearly all actives have a fitted effect of over 50% in size
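In this qHTS, compounds that restore growth of yeast expressing TDP-43 appear as activators. Cells (OD600=0.02, galactose medium, raffinose-pregrown) are incubated with compound 24 hr at 30 deg C and growth is quantified by BacTiter-Glo.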
FUS suppressor = qHTS for Suppressors of FUS Proteinopathy: Primary screen using FUS-linked yeast assay. Potency, µM (top dose mostly 76.6 µM), for the others: top-dose growth rescue (activation), hits mostly activators. actives 0.24% (n = 390,000). S. cerevisiae FUS-expressing, growth rescue, OD600, 24 h;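 note: potency is the fitted concentration of half-maximal effect; plate controls were DMSO vehicle for no effect and reference control for full effect; nearly all actives have a fitted effect of over 55% in size; some results filed as inactive show a strong effect at the top dose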
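Restored growth of FUS-toxic S. cerevisiae, read as 600 nm absorbance after 24 h at 30C in galactose medium (starting OD 0.005). Controls CP55940 and DMSO.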
pAkt inh = HTS Assay for Inhibitors of Akt Phophorylation: Primary Screen; Neuro2A IGF-stimulated pAkt S473 HTRF, 20 min; hits give low values; activity change, % for hits at 50 µM; actives 0.32% (n = 360,000); in the data active = activity change below about -80%; inconclusive = mostly about -51% to -80%; note: % is set by controls: 0 for no effect and ±100 for the full control effect
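Neuro2A cells in DMEM with 0.5% FBS, overnight at 37 deg C, given compound at single 50 µM final, then IGF (6 nM final) for 20 min at 37 deg C. Lysed; phospho-Akt Ser473 by HTRF after 24 h, 665/615 ratio.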
Abeta yeast res = qHTS for compounds that reverse cellular toxicity of Amyloid beta (A-beta) peptide in yeast: Primary Screen; yeast expressing A-beta42, growth rescue, OD600, 48 h; response scale: 0% DMSO, 100% iron-clioquinol control; Potency, µM (highest dose often 46.1 µM), for inactives: top-dose growth rescue, hits mostly activators; actives 0.063% (n = 410,000); AID 1347071, 2019; note: potency is the fitted concentration of half-maximal effect; nearly all actives have a fitted effect of over 55% in size
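Growth rescue measured by 600 nm absorbance after 48 h yeast culture at 30 C with compound. Values normalized between DMSO and an equimolar ferric chloride plus clioquinol control.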
An asterisk follows results filed as active; i = inactive; ? = inconclusive; . = no result given; & = joins results of further samples; [ ] = remark or other dose. Unless noted, calls come from the whole dose curve; as a rule, active = well fitted curve in the direction sought with a large enough effect; inconclusive = small, poorly fitted or top-dose-only effect, or another doubt; inactive = no such curve, though single readings can be large; an effect the other way counts as inactive or inconclusive.

SMILES	GLP1R inv ag	PTHR1 ag	GLP1R ag	DRD3 antagonist	aSyn yeast inh	TDP-43 yeast inh	FUS suppressor	pAkt inh	Abeta yeast res
COc1ccc(NC(=O)C(c2ccncc2)n2c(=O)c(-c3ccccc3)nc3ccccc32)cc1 (configuration not stated)	21.0%	-3.0%	.	-9.9	-0.7%	?	18.6%	i	2.4%
COc1ccccc1-c1nnc(-c2ccc(N3CCOCC3)cc2)o1	91.1%[activator]	-1.1%[57.5 µM]	?	12.1	12.6%	12.6µM*	15.5%	i	6.0%
CN(C(=O)CSc1nc2ccccc2n1C)C1CCS(=O)(=O)C1 (configuration not stated)	3.2%	i	-0.6%	0.2	-3.8%	2.9%	-0.3%	i	-15.3%
CCOc1ccc(CNC(=O)c2ccc3c(c2)nc2n3CCOC2)cc1OC	34.4%[activator]	?	.	.	.	13.9%	-10.6%	.	-10.3%
CCOc1ccc(S(=O)(=O)N2CCN(C(=O)c3oc4ccc(OC)cc4c3C)CC2)cc1	?	i	27.0%	3.4	-9.2%	1.2%	33.9%	i	-1.0%
N#CC1(NC(=O)CSc2nnc(Nc3ccccc3F)s2)CCCC1	-11.4%	i	0.7%	-4.7	-7.5%	15.0%	.	i	12.8%
CCN(CC)c1ccc(NC(=O)Cn2nc3c(cc2=O)CCCC3)c(C)c1	0.8%	i	.	.	.	18.4%	-5.9%	.	-0.7%
Nc1ccn([C@@H]2O[C@H](C(=O)N[C@H](CO)Cc3ccccc3)[C@@H](O)[C@H]2O)c(=O)n1	10.6%	-11.1%	-2.9%	1.2	-0.1%	11.5%	-26.7%	i	-12.2%
O=C(Nc1ccc(C(=O)NCc2ccccc2Cl)cc1)C1=CSCCO1	6.1%	i	7.7%	-6.9	-7.7%	-5.6%	-21.6%	i	-1.6%
CN(C1CCCCC1)S(=O)(=O)c1ccc(NC(=O)CCC(=O)O)cc1	3.0%	i	-7.6%	34.4	0.8%	20.2%	-43.2%	i	-0.8%[9.22 µM]
CC(C)N(Cc1nc(-c2ccc(Cl)cc2)no1)C(=O)CCCN1C(=O)c2ccccc2C1=O	?	i	-2.6%	-20.5	7.3%	8.8%	32.7%	i	0.5%
O=C(CCCN1C(=O)c2cccnc2C1=O)Nc1ccc(F)cc1Cl	5.2%	i	-0.2%	11.5	6.6%	3.1%	12.7%	i	-0.7%
COCCCNC(=S)N(CCN(C)C)Cc1cc2cc3c(cc2[nH]c1=O)OCCO3	10.8%	i	1.7%	-7.3	1.6%	-2.6%	31.3%	i	6.7%
Cc1ccc(C)c(CC(=O)N2CCCC(c3cc(C(=O)Nc4ccccc4Cl)no3)C2)c1 (configuration not stated)	?	-7.8%	-8.4%	-18.3	4.0%	10.1%	41.1%	i	-17.0%
Cc1c(CN2CCN(CC(C)C)C(CCO)C2)[nH]c2ccc(Cl)cc12 (configuration not stated)	?	-0.6%	24.8%	3.7	-1.3%	-8.5%	25.4%	i	6.1%
O=c1[nH]c2ccccc2c(O)c1Cc1ccccc1	17.8%	-9.9%	0.4%	14.0	10.6%	8.9%	-27.3%	i	0.8%
O=C(COC(=O)c1ccc(S(=O)(=O)Nc2ccccc2)cc1)NCc1ccco1	4.2%	i	1.4%	-3.5	.	-3.4%	19.1%	.	6.3%
COc1ccc(CNC(=O)C[C@H]2C[C@H](C(=O)N(C(C)C)C(C)C)[C@@]3(C)c4[nH]c5cc(-c6ccco6)ccc5c4CCN3C2=O)cc1OC	?	-10.3%	3.9%	6.2	7.8%	?	?	i	-5.1%
O=C1C=C(Nc2ccccc2)CC(c2ccccc2)C1 (configuration not stated)	-6.5%	1.9%	7.8%	-0.6	-8.3%	0.0%	0.3%	i	-6.0%
CC1CCCCN1c1nc2nonc2nc1N1CCCCC1C (configuration not stated)	?	-10.0%[57.5 µM]	-15.7%	-16.7	0.3%	?	23.1%	i	-20.5%
COC(C[C@H](O)C[C@@H](O)[C@H](C)OCc1ccccc1)OC	-6.3%	-0.2%	4.2%	23.8	0.1%	19.7%	-27.9%	i	-5.7%
CC(C)Oc1ccc(C(CC(=O)O)Cc2ccccc2)cc1 (configuration not stated)	10.0%	-16.5%	-6.6%	5.9	6.9%	-12.1%	11.7%	i	?
Cc1c(O)cccc1C(=O)N[C@@H](CSc1ccccc1)[C@H](O)CN1C[C@H]2CCCC[C@H]2C[C@H]1C(=O)NC(C)(C)C	?	i	-1.8%&-5.8%&-2.8%	-8.8&2.4	0.3%&1.6%	?	-10.3%&-2.0%	i	-7.3%&6.7%
CCC1COC(c2cccn2Cc2ccccc2Cl)=N1 (configuration not stated)	?	-23.0%	11.5%	12.9	-0.5%	-1.3%	-21.6%	i	-1.9%
N#CC(C#N)=C1CCc2ccccc2N1	15.1%	-5.7%[57.5 µM]	-3.1%	3.4	-4.2%	19.3%	-7.6%	i	-6.1%
CCOC(=O)C1=C(CCc2ccccc2)NC(=O)NC1c1ccc2ccccc2c1 (configuration not stated)	?	-18.9%	-7.8%	-1.3	8.0%	12.7%	-19.2%	i	2.2%
Oc1c(C(c2ccccc2F)N2CCCCC2)sc2nc(-c3ccco3)nn12 (configuration not stated)	-15.9%	i	.	.	.	17.4%	12.6%	.	8.9%
COc1ccccc1CCC(=O)OCC(=O)Nc1ccc2[nH]c(=O)[nH]c2c1	14.6%	-7.2%	6.6%	-1.7	-3.9%	4.2%	22.0%	i	3.1%
O=C(NCc1ccc2c(c1)OCO2)c1ccc(COc2cc(Cl)ccc2Cl)o1	-7.3%	i	25.9%	18.3	6.9%	?	22.8%	i	21.1%
COc1ccc(/C=C2\N=C(SC)NC2=O)cc1	-10.7%	-20.0%[57.5 µM]	0.6%	-3.4	-12.3%	18.9%	-4.6%	i	1.0%

No new results follow: an excerpt of the list.
SMILES	GLP1R inv ag	PTHR1 ag	GLP1R ag	DRD3 antagonist	aSyn yeast inh	TDP-43 yeast inh	FUS suppressor	pAkt inh	Abeta yeast res
COC(C[C@H](O)C[C@@H](O)[C@H](C)OCc1ccccc1)OC	-6.3%	-0.2%	4.2%	23.8	0.1%	19.7%	-27.9%	i	-5.7%
CC(C)Oc1ccc(C(CC(=O)O)Cc2ccccc2)cc1 (configuration not stated)	10.0%	-16.5%	-6.6%	5.9	6.9%	-12.1%	11.7%	i	?
Cc1c(O)cccc1C(=O)N[C@@H](CSc1ccccc1)[C@H](O)CN1C[C@H]2CCCC[C@H]2C[C@H]1C(=O)NC(C)(C)C	?	i	-1.8%&-5.8%&-2.8%	-8.8&2.4	0.3%&1.6%	?	-10.3%&-2.0%	i	-7.3%&6.7%
CCC1COC(c2cccn2Cc2ccccc2Cl)=N1 (configuration not stated)	?	-23.0%	11.5%	12.9	-0.5%	-1.3%	-21.6%	i	-1.9%
N#CC(C#N)=C1CCc2ccccc2N1	15.1%	-5.7%[57.5 µM]	-3.1%	3.4	-4.2%	19.3%	-7.6%	i	-6.1%
CCOC(=O)C1=C(CCc2ccccc2)NC(=O)NC1c1ccc2ccccc2c1 (configuration not stated)	?	-18.9%	-7.8%	-1.3	8.0%	12.7%	-19.2%	i	2.2%
Oc1c(C(c2ccccc2F)N2CCCCC2)sc2nc(-c3ccco3)nn12 (configuration not stated)	-15.9%	i	.	.	.	17.4%	12.6%	.	8.9%

New compounds follow
SMILES	GLP1R inv ag	PTHR1 ag	GLP1R ag	DRD3 antagonist	aSyn yeast inh	TDP-43 yeast inh	FUS suppressor	pAkt inh	Abeta yeast res
CC1(C)Cc2ccccc2/C(=C/C(=O)N2CCCCCC2)N1	?	i	14.7%	?	2.1%	-24.5%	24.4%	.	-11.0%
C[C@@H]1CN([C@@H](C)CO)C(=O)CCCn2nncc2CO[C@@H]1CN(C)S(=O)(=O)c1ccc(Oc2ccccc2)cc1	5.1%	-21.7%	-3.4%	14.1	3.3%	0.0%	34.3%	i	-1.1%
COc1cccc(CC(=O)Nc2ccc3c(c2)CCC3)c1	?	-13.4%	11.1%	-4.0	11.8%	?	-16.4%	i	10.2%
COc1ccccc1OC(C)C(=O)N(Cc1ccco1)C1CCS(=O)(=O)C1 (configuration not stated)	13.3%	-3.1%	-0.4%	-3.1	-1.0%	-1.6%	-22.5%	i	-5.2%
CCNC(=S)Nc1ccc(S(=O)(=O)Nc2cc(C)nc(C)n2)cc1	-2.5%	i	-1.4%	28.7	-7.9%	.	-0.1%	i	5.8%
Cc1ccc(C)c(S(=O)(=O)C(C#N)c2nc3ccccc3nc2N2CC(C)OC(C)C2)c1 (configuration not stated)	?	-30.6%[inhibitor]	4.1%	2.3	-0.1%	22.3%	13.4%	i	-3.5%
CCOc1ccc(CNC(=O)C2=Cc3cccc(OC)c3OC2)cc1	12.7%	-4.5%	.	.	.	24.6%[9.22 µM]	12.4%	.	-37.3%[inhibitor]
O=C(Nc1ccc(N2CCN(C(=O)c3ccc(Cl)cc3)CC2)cc1)c1cc2ccccc2o1	0.0%	-25.2%	-0.2%	-14.4	1.4%	-21.1%	26.4%	i	-11.6%
O=C1CCCS(=O)(=O)c2ccccc21	30.0%[activator]	10.2%	12.3%	-16.7	-2.5%	-9.4%	11.6%	i	-18.7%
COc1ccc(C(=O)Nc2nnc(Cc3ccccc3)s2)c(OC)c1	1.0%	i	9.1%	-20.0	-1.9%	-18.0%	4.2%	i	-1.0%

Only part of the results is shown; count on the stated rates, not on these rows.
